Screening data deposited in PubChem by National Center for Advancing Translational Sciences (NCATS).
BRCA1 expr up – qHTS Assay to Identify Small Molecule Activators of BRCA1 Expression. AID 624202, 2012. Potency, µM (series often up to 46.1 µM), without a hit: at the highest dose activation, usual class: activators. MCF7-BRCA1-FFLuc reporter, luminescence, 48 h; response scale: scaled: vehicle 0%, 10 µM genistein 100%. 1.1% of 380,000 active; note: potency is the fitted concentration of half-maximal effect; nearly all actives have a fitted effect of over 80% in size; some results filed as inactive show a strong effect at the top dose
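48 h compound treatment of MCF7-BRCA1-FFLuc cells (phenol-red free MEM, 37 °C), then 15 min with luciferase substrate and luminescence imaging.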
Rab9 promoter act – qHTS Assay for Rab9 Promoter Activators; Huh7 Rab9 promoter-luciferase reporter, luminescence, 24 h; Potency, µM (top dose mostly 9.22 µM), for inactives: at the highest dose activation, negative = inhibition, hits mostly activators; 2.8% of 320,000 active; AID 485297, 2010; note: potency is the fitted concentration of half-maximal effect; % of control where 0% means no effect; nearly all actives have a fitted effect of over 60% in size
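Stable Rab9-luc Huh7, 1500 cells/well, 2 h settle; cmpd in DMSO, 24 h, 37 °C/5% CO2; luciferase reagent 10 min RT; luminescence.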
RORg inh – qHTS for inhibitors of ROR gamma transcriptional activity; Nuclear receptor ROR-gamma (Mus musculus), P51450; 5.4% of 310,000 active; Potency, µM (top dose mostly 53.6 µM), inactives show at the top dose activity change, negative = inhibition, most hits filed as inhibitors; Drosophila S2 Gal4-RORgamma UAS-luciferase reporter, 20 h; AID 2551, 2010; note: potency is the fitted concentration of half-maximal effect; % is set by controls: 0 for no effect and ±100 for the full control effect; nearly all actives have a fitted effect of over 60% in size
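Drosophila Schneider cells stably carrying a metallothionein-driven Gal4 DBD–ROR gamma fusion and a UAS-Photinus luciferase reporter were exposed to compound for 1 hr, then induced with copper sulfate (700 uM final) for 20 hr at ambient temperature before luminescence reading.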
p53 reactivation – qHTS assay for re-activators of p53 using a Luc reporter; H1299 p53-A138V BP100-luciferase reporter, luminescence, 24 h; AID 504706, 2011; 0.063% of 320,000 active; Potency, µM (series often up to 92.2 µM), inactives show at the top dose activity change, positive = activation, actives largely listed as activators; note: potency is the fitted concentration of half-maximal effect; % of control where 0% means no effect; nearly all actives have a fitted effect of over 45% in size
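p53-null H1299 cells stably carrying temperature-sensitive p53-A138V and a BP100-luciferase reporter were pinned with compounds (4-point, 1:5 series) and held 24 hrs at 37 deg C. Luminescence was read 10 min after detection reagent.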
TRPV1 agonist – HTS Assay for Compounds that Act as Agonists of the Vanilloid Receptor 1 | Transient receptor potential cation channel subfamily V member 1 (Homo sapiens), Q8NER1 | TRPV1-expressing cells, Fluo-8 calcium influx, agonist mode | activation, % at 8.33 µM | 0.19% of 320,000 active; in the data active = activation above about 80%; inconclusive = between about 30% and that limit; note: 0% is about no effect
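Fluo-8 calcium influx in TRPV1-expressing cells, kinetic read (ex 480/em 520 nm). Compound added and read 3 min for agonist activity, followed by capsaicin at EC20 final and 2 min further read for enhancement.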
Gal4-VP16 FLuc – VP16 counterscreen qHTS for inhibitors of ROR gamma transcriptional activity; AID 2546, 2010; Potency, µM (series often up to 53.6 µM), for inactives: top-dose activity, negative = inhibition, hits mostly inhibitors; 3.5% of 310,000 active; Drosophila S2 Gal4-VP16 UAS-luciferase, luminescence, 20 h;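 note: Gal4-VP16 expression switched on by copper sulfate through the metallothionein promoter; potency is the fitted concentration of half-maximal effect; % is set by controls: 0 for no effect and ±100 for the full control effect; nearly all actives have a fitted effect of over 50% in size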
Tb PFK block – qHTS Assay to Find Inhibitors of T. brucei phosphofructokinase. ATP-dependent 6-phosphofructokinase (Trypanosoma brucei brucei), O15648. T. brucei PFK, ADP-Glo luminescence. Potency, µM (series often up to 57.5 µM), for the others: at the highest dose activity, negative = inhibition, usual class: inhibitors. 0.17% of 330,000 active. AID 485367, 2010;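 note: potency is the fitted concentration of half-maximal effect; 0% = uninhibited 1x PFK enzyme wells and -100% = no-enzyme wells; nearly all actives have a fitted effect of over 60% in size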
Target sequence (O15648 whole entry, looked up): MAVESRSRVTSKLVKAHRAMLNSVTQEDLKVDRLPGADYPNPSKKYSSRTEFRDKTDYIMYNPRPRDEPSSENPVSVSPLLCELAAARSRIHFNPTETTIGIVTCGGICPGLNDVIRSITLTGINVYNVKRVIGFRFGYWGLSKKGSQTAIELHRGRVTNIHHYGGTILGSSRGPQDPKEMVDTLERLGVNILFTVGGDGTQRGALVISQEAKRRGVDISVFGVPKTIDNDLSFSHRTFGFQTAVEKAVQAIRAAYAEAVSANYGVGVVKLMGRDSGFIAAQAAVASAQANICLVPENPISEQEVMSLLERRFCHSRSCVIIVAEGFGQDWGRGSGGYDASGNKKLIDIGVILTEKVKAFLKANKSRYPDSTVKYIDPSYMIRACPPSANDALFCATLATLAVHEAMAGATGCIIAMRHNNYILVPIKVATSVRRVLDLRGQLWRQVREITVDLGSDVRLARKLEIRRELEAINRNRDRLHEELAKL
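ADP-Glo luminescence quantified ADP after 45 min at room temperature, with 1.25 nM T. brucei PFK, 0.1 mM ATP and 0.5 mM fructose-6-phosphate in pH 8.0 TEA buffer. qHTS titrations up to 57 µM; curves classified by quality.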
NPC1 promoter act – qHTS Assay for NPC1 Promoter Activators. Huh7 NPC1 promoter luciferase reporter, 24 h. Potency, µM (titrated, usually from 9.22 µM), for inactives: top-dose activation, actives largely listed as activators. 2.4% of 320,000 active;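 note: potency is the fitted concentration of half-maximal effect; % of control where 0% means no effect; nearly all actives have a fitted effect of over 60% in size; reporter is driven by a mutant NPC1 promoter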
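Luciferase expression driven by the NPC1 promoter was measured in stably transfected Huh7 cells after a 24 h compound incubation, using a luciferase reagent and a luminescence read.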
ELG1 DNA repair – qHTS screen for small molecules that inhibit ELG1-dependent DNA repair in human embryonic kidney (HEK293T) cells expressing luciferase-tagged ELG1. 2.3% of 330,000 active. AID 504467, 2011. HEK293T ELG1-luciferase reporter, luminescence, 16 h; DNA damage induced by 5-fluorouridine. Potency, µM (titrated, usually from 46.1 µM), for inactives: top-dose activity change, negative = inhibition, most hits filed as inhibitors; note: potency is the fitted concentration of half-maximal effect; % is set by controls: 0 for no effect and ±100 for the full control effect; nearly all actives have a fitted effect of over 55% in size
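Reporter activity after DNA damage by 5-fluorouridine is monitored. Compound-treated cells incubate 16 hr at 37 °C, then ONE-Glo is added for 30 min before luminescence reading.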
FLuc modulator – qHTS profiling assay for firefly luciferase inhibitor/activator using purifed enzyme and Km concentrations of substrates (counterscreen for miR-21 project) | AID 588342, 2011 | purified FLuc, Km substrates, luminescence inhibition | 6.9% of 360,000 active | Luciferin 4-monooxygenase (Photinus pyralis), P08659 | Potency, µM (series often up to 57.5 µM), inactives show at the highest dose activity change, negative = inhibition, most hits filed as inhibitors;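 note: potency is the fitted concentration of half-maximal effect; plate controls were vehicle for no effect and reference inhibitor for full effect; nearly all actives have a fitted effect of over 55% in size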
Target sequence (P08659 whole entry, looked up): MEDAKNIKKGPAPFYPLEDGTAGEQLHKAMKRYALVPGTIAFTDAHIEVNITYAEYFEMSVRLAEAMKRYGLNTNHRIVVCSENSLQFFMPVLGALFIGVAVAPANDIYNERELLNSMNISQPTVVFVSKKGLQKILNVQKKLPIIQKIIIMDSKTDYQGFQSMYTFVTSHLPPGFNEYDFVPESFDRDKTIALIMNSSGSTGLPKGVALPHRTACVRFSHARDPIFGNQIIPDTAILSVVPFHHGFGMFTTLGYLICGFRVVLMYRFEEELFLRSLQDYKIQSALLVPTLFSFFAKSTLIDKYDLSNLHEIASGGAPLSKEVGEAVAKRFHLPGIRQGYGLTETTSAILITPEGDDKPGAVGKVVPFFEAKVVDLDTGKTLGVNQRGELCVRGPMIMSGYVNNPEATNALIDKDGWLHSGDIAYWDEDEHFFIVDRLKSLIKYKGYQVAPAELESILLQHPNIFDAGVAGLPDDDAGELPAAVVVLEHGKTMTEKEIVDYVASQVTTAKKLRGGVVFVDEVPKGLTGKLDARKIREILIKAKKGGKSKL
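Purified P. pyralis luciferase (10nM final) with 10uM D-luciferin and 10uM ATP (Km levels) in 50mM Tris acetate pH 7.5, 10mM Mg acetate, 0.01% Tween-20, 0.05% BSA; qHTS 6-point titration, ~60 µM downward; luminescence read.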
ELG1 genotoxic – qHTS screen for small molecules that induce genotoxicity in human embryonic kidney (HEK293T) cells expressing luciferase-tagged ELG1. HEK293T ELG1-luciferase reporter, luminescence, 16 h. Potency, µM (highest dose often 46 µM), inactives show at the highest dose activity change, positive = activation, usual class: activators. 1.3% of 330,000 active. AID 504466, 2011; note: potency is the fitted concentration of half-maximal effect; % of control where 0% means no effect; nearly all actives have a fitted effect of over 60% in size
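Reporter readout depends on ELG1 protein level, which increases with genetic stress. After 16 hr compound exposure at 37 °C, luciferase activity was quantified using ONE-Glo.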
Numbers without * were called inactive; ? = inconclusive; . = not tested or not shown; [ ] = dose if it differs, or a comment. Unless noted, calls come from the whole dose curve; as a rule, active = well fitted curve in the direction sought with a large enough effect; inconclusive = small, poorly fitted or top-dose-only effect, or another doubt; inactive = no such curve, though single readings can be large; an effect the other way counts as inactive or inconclusive.

structure | BRCA1 expr up | Rab9 promoter act | RORg inh | p53 reactivation | TRPV1 agonist | Gal4-VP16 FLuc | Tb PFK block | NPC1 promoter act | ELG1 DNA repair | FLuc modulator | ELG1 genotoxic
COc1ccc(N2C(=O)CCC(C(=O)O)C2c2ccc(OC)c(OC)c2)cc1 (centres undefined) | -2.7% | 9.6% | -19.8% | 0.6% | -1.7 | 11.5% | 6.1% | 0.9% | 1.4% | 1.4% | -0.7%
CCOc1cc(C#N)c(NC(=O)c2ccnn2C)cc1OCC | -4.4% | -4.4% | 6.6% | -5.8% | -0.8 | -7.3% | 0.0% | -4.9% | ? | 6.2% | -2.2%
O=C(CN1CCOCC1)N/N=C/c1cccc2ccccc12 | -30.7% | -1.4% | 9.2% | -2.4% | 3.3 | 1.5% | -1.0% | 1.3% | 1.7% | -0.9% | -0.6%
O=C(CCC1CCCC1)NNC(=O)c1cc2ccccc2cc1O | -47.8% | -2.0% | -13.5% | -1.7% | 5.8 | 3.7% | -1.5% | 1.1% | 7.0% | -1.1% | -5.1%
CCOC(=O)C1CCN(Cc2cn(C)nc2-c2ccc(Oc3ccccc3)cc2)CC1 | -11.5% | 12.6% | -21.1% | -1.7% | -3.1 | 0.4% | 1.1% | -2.7% | -0.1% | 0.4% | -5.1%
O=C(CSc1nnc(NC(=O)c2cccc(F)c2)s1)NC1CC1 | 2.6% | 4.7% | -1.9% | 16.8% | 1.6 | -1.4% | -0.8% | 19.7% | 0.0% | 15.1µM* | 20.7%
O=C(COc1ccc2ccc(=O)oc2c1)NCCc1c[nH]c2ccc(F)cc12 | 1.2% | -6.6% | 36.2% | -0.3% | 0.0 | -2.7% | -8.4% | 0.4% | ? | 2.9% | -4.2%
CN1C(C(=O)NCC2CC2)CC2Cn3c(nc4cc(Cl)c(Cl)cc43)C21 (centres undefined) | 22.2% | -2.4% | 19.0% | -0.6% | 1.5 | -0.5% | -25.0% | 5.3% | 5.1% | -2.5% | -0.2%
CN(C)CCCN(C(=O)CCc1ccccc1)c1nc2ccc(Br)cc2s1 | -104.8%[inhibitor] | 3.4% | ? | 3.3% | -0.1 | ? | -3.5% | -6.5% | 7.0% | 1.3% | -0.4%
O=C(c1cc(-c2ccccn2)nc2c(Cl)cccc12)N1CCN(C(=O)C2CCCO2)CC1 (centres undefined) | -30.3% | -5.1% | -18.7% | 0.5% | 2.0 | -1.2% | -3.4% | -0.2% | -25.6% | -2.3% | -2.1%
COc1ccc(-n2nc(C(=O)Nc3ccc4c(c3)OCO4)c3ccccc3c2=O)cc1 | -4.3% | -1.0% | 14.1% | -2.8% | -1.9 | -10.1% | -0.8% | -1.4% | -28.1% | -1.0% | -6.9%
CS(=O)(=O)Oc1ccc(Br)cc1/C=C1/N=C(c2ccco2)OC1=O | -10.4% | 5.1% | 1.3% | -8.6% | -6.0 | -5.1% | 2.7% | -1.9% | 6.2% | ? | 1.2%
CN(C(=O)c1ccccc1)c1ccccc1C(=O)NCCc1ccccc1 | 6.0% | 15.2% | 11.6% | -7.9% | -1.1 | 2.6% | -12.0% | -4.0% | -6.4% | -1.2% | -4.8%
NC(=S)N/N=C/c1ccc(C23CC4CC(CC(C4)C2)C3)cc1 | -65.2%[inhibitor] | -6.9% | 0.447µM* | -2.2% | 4.0 | 2.82µM* | -3.5% | -0.8% | 4.7% | 21.3µM* | ?
COc1cc(/C=N/NC(=O)c2ccncc2)ccc1OC(=O)c1ccc([N+](=O)[O-])cc1 | -17.4% | -1.2% | 11.4% | 1.9% | 2.7 | 0.2% | -2.2% | 1.4% | 10.0% | -7.1% | -3.7%
O=C(CN1CCOCC1)N/N=C/c1c(O)ccc2ccccc12 | -84.8% | -24.7% | ? | 14.4% | ? | 1.41µM* | -0.7% | -30.6%[inhibitor] | ? | -16.1% | ?
Nc1nonc1C(=O)OCC(=O)N1CCCCC1 | -5.3% | -2.9% | -31.7% | -0.4% | . | 1.5% | 1.8% | -3.8% | 3.4% | 0.0% | 0.4%
CC(OC(=O)C1CC(=O)N(Cc2ccccc2)C1)C(=O)Nc1ccc(F)cc1Cl (centres undefined) | 2.2% | -5.1% | . | -3.4% | 2.2 | . | 0.0% | 0.9% | -2.1% | 0.6% | 0.9%
COc1cccc(CNC(=O)CNC(=S)N(Cc2ccccc2)Cc2ccccc2F)c1 | -13.8% | 1.6% | 28.3% | -1.3% | ? | 0.2% | 0.8% | -8.2% | ? | -14.2% | -5.9%
O=C(COC(=O)c1ccc(F)cc1)NCC1COc2ccccc2O1 (centres undefined) | -0.3% | . | . | -11.2% | . | . | -6.2% | . | -16.4% | . | -2.3%
COC(=O)CC(NC(=O)c1cccs1)c1ccc(OC)c(OC)c1 (centres undefined) | -2.6% | -6.7% | -21.7% | 0.5% | 3.8 | 2.9% | -1.9% | -0.1% | 1.3% | 0.7% | 4.1%
CN(Cc1cccc(F)c1)C(=O)CN1CCN(S(=O)(=O)c2ccc3c(c2)OCCCO3)CC1 | -17.8% | -2.2% | . | -2.4% | 3.5 | . | 2.4% | -3.8% | ? | 7.1% | -0.5%
O=C1CN(S(=O)(=O)c2ccc([N+](=O)[O-])cc2)CC(=O)N1 | 1.8% | 3.8% | -3.7% | 3.3% | 0.3 | -2.5% | 0.4% | 0.5% | 5.7% | 2.2% | -0.5%
Cc1ccc(N=Nc2c(O)[nH]c(=O)[nH]c2=O)cc1S(=O)(=O)Nc1ccc(Br)cc1 | -47.6% | . | . | 28.1% | . | . | 4.0% | . | 8.5% | . | -1.6%
O=C(Nc1ccc2c(c1)OCCO2)C1CCN(c2cnccn2)CC1 | 22.8% | 13.8% | 0.0% | 3.5% | 5.0 | 16.7% | -4.5% | 10.8% | -0.2% | ? | 7.6%
Cc1ccc2cccc(S(=O)(=O)NC3CCS(=O)(=O)C3)c2n1 (centres undefined) | -0.7% | -0.1% | 21.4% | 6.7% | 0.4 | -6.7% | -0.5% | -1.5% | -1.6% | -5.9% | -10.8%
Cc1ccc(C(=O)C(SC(C)(C)C)n2cncn2)cc1 (centres undefined) | -37.2% | 0.1% | -25.5% | 2.1% | 1.3 | 3.1% | 2.2% | 15.4% | 0.5% | 3.4% | -0.3%
O=c1c2ccccc2nc(SCc2nnc(-c3ccccc3Br)o2)n1-c1ccccc1 | -27.3% | -0.4% | -36.5% | 13.9% | 1.5 | 0.6% | -4.4% | -7.5% | ? | -1.4% | -2.2%
Cc1ccc(S(=O)(=O)NCCCN2CCOCC2)cc1C | -15.0% | -0.8% | ? | -5.2% | -1.5 | -2.7% | -3.4% | -1.4% | 12.9% | -1.4% | -0.6%
CS(=O)c1ccccc1COC(=O)Nc1ccc(Cl)cc1 (centres undefined) | 10.1% | 11.4% | 52.2% | -8.2% | ? | 10.3% | -11.9% | 3.3% | 10.1% | 2.6% | -4.5%
NC(=O)C1CCN(C(=O)CCc2ccsc2)CC1 | 6.7% | 3.1% | -0.9% | 0.6% | 1.4 | -12.5% | 1.5% | 0.5% | -3.3% | 0.7% | 16.1%
CCc1cc(C(=O)Cc2nc3ccccc3s2)c(O)cc1OCC(=O)O | -1.8% | 12.0% | 16.4% | -2.3% | 1.2 | -5.3% | 4.5% | 1.5% | 0.0% | 21.3µM* | 2.2%
COC(=O)CCS(=O)(=O)c1ccc(Cl)cc1 | -36.0% | -2.8% | 10.8% | 1.5% | 3.7 | 14.8% | 1.3% | -1.6% | 5.9% | -0.8% | -1.4%
CSc1ccccc1-n1nnnc1SCC(=O)Nc1cc(C)ccc1C | -0.1% | 0.7% | -8.2% | -3.2% | 1.1 | -7.2% | 0.5% | -1.2% | -6.7% | -0.9% | -12.8%
Cc1ccc(NS(=O)(=O)c2ccc(NC(=O)C3CC3)cc2)cc1C | 3.6% | -0.4% | . | . | 7.2 | . | 4.3% | -0.5% | ? | -0.8% | 5.9%
C/C=C/c1ccc(OCC(=O)OCC2=C(C(=O)OCC)C(C)NC(=O)N2)c(OC)c1 (centres undefined) | 18.5% | -11.3% | . | 2.9% | 22.1 | . | 4.5% | -0.2% | -3.7% | -4.3% | 2.2%
